# Source: PubChem (several laboratories)
# NCOA2 inhibitor: inhibits human steroid receptor coactivator 2 | Q15596 | HEK293 GAL4-SRC2 luciferase reporter, luminescence | inhibition, % at 9 µM | actives 0.17% (n = 370,000);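 active = inhibition above the mean inhibition of all tested compounds plus 3 SD, set per campaign, cut at about 52% in these data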;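 also: 0% = DMSO treated cells and 100% = cells given Gossypol at 36 µM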
# KKLEB tox: reduces viability of KKLEB cystic fibrosis airway cells. KKLEB CF airway cells viability, ATPlite luminescence, overnight; hits give low values; cells stimulated with P. aeruginosa culture filtrate. activity change (cytotoxicity), % at 5 µM. actives 0.36% (n = 360,000);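 active = corrected activity change at or below -50% at 5 µM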
# NR2F2 inh: inhibitors of human COUP-TFII (NR2F2). P24468. HEK293T NGFI-A luciferase reporter, luminescence. inhibition, % at 8.6 µM. actives 0.7% (n = 370,000). AID 686940;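 active = inhibition above a per-plate cutoff, mean inhibition of test wells between control levels plus 3 SD, cut at about 38% in these data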;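 also: cells cotransfected with COUP-TFII expression vector driving the NGFI-A reporter; 0% = median of COUP-TF2 test wells and 100% = reporter-only cells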
# SRC1 inh: human NCOA1 inhibition; Q15788; HEK293 GAL4-SRC1 luciferase reporter, luminescence; inhibition, % at 3.6 µM; actives 0.12% (n = 360,000); AID 588354;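 active = inhibition above the campaign mean plus 3 SD, with each screening campaign given its own cutoff, cut at about 60% in these data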;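 also: 0% = DMSO treated cells and 100% = gossypol at 36 µM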
# Target sequence (Q15788 whole entry, looked up, the tested form may be a part): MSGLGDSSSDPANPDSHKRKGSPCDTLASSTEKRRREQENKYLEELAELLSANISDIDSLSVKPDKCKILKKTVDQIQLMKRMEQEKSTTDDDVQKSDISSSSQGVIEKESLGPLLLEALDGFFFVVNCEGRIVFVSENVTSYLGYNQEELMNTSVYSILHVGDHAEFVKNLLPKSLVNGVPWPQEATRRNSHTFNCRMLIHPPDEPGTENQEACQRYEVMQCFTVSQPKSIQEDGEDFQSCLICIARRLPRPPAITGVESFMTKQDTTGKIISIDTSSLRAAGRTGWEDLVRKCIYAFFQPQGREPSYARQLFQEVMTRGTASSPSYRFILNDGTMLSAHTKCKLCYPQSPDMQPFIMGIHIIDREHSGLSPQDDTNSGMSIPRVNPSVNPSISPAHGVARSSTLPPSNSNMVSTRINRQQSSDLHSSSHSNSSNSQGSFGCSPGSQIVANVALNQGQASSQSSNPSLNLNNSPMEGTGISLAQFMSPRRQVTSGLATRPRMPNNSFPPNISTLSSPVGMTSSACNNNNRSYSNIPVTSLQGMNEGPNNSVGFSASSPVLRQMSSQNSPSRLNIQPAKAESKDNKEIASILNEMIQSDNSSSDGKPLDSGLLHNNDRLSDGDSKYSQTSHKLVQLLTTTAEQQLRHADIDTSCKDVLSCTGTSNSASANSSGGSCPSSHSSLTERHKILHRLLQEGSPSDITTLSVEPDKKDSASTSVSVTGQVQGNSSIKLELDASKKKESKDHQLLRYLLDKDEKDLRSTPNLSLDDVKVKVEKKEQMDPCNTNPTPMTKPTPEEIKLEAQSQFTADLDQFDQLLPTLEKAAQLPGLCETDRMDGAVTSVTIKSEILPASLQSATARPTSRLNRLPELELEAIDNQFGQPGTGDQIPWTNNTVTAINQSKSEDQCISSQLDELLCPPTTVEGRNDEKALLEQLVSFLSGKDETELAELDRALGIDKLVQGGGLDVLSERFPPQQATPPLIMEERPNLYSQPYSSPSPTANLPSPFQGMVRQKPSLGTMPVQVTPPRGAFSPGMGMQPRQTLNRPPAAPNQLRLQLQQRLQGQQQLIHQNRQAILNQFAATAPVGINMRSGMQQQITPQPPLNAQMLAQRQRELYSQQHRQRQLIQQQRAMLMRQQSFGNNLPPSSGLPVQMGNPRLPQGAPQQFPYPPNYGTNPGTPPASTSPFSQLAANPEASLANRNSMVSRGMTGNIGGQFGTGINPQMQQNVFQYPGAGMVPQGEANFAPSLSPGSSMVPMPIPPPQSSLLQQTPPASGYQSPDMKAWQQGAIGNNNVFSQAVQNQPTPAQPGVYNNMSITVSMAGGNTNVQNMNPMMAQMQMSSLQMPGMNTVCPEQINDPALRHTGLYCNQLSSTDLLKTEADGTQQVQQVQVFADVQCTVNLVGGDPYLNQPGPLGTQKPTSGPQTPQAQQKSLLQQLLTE
# CF NFkB inh: inhibitors of cystic fibrosis induced NF-kB; KKLEB NF-kB-GFP reporter, PAF-induced, GFP fluorescence overnight; inhibition, % at 5 µM; actives 0.86% (n = 360,000); AID 588850;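 active = at least 50% inhibition at 5 µM, scaled per plate between neutral and stimulator controls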;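 also: PAF is a Pseudomonas aeruginosa culture filtrate used as stimulus; plate controls were PAF-stimulated DMSO wells for no effect and unstimulated DMSO wells for full effect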
# LMP1 NFkB inh: reduces LMP1-driven NF-kappaB luciferase signal | LMP1-induced NF-kappaB luciferase reporter cells, luminescence | inhibition, % at 12.5 µM | actives 0.69% (n = 350,000); in the data active = inhibition above about 41%;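 also: 0% = neutral control wells and 100% = reference inhibitor control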
# LRH-1 inv ag: inverse agonists of human LRH-1 (NR5A2); O00482; HEK293T StAR-luciferase reporter, LRH-1 transfected, 24 h; inhibition, % at 3.6 µM; actives 0.13% (n = 360,000); AID 602396;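 active = inhibition above the mean inhibition of all tested compounds plus 3 SD, cut at about 73% in these data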;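 also: 0% = DMSO wells and 100% = reporter-only cells lacking LRH-1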
# C8 TRAIL sens: caspase-8 TRAIL sensitization. NB7+C8 cells + TRAIL, ATPlite viability luminescence. inhibition (viability loss, TRAIL sensitization), % at 10 µM. AID 624354. actives 1% (n = 360,000);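 active = compounds causing at least 50% loss of cell viability in the single-dose screen, relative to plate controls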
# NCOA3 inh: inhibitors of human steroid receptor coactivator 3 (SRC3); Q9Y6Q9; HEK293 GAL4-SRC3 luciferase reporter, luminescence; inhibition, % at 3.6 µM; actives 0.17% (n = 360,000); AID 588352;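 active = inhibition above a per-campaign cutoff, the mean of all compounds plus 3 SD, cut at about 60% in these data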;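 also: 0% = DMSO-treated cells and 100% = gossypol-treated cells at 36 µM; higher means less SRC3-driven luciferase light from the GAL4 reporter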
# TWEAK-Fn14 inh: inhibitors of TWEAK-Fn14 interaction signaling; TWEAK-stimulated Fn14 reporter cells, luciferase luminescence, 8 h; actives 2% (n = 360,000); inhibition, % at 10 µM; AID 1159606; in the data active = inhibition above about 50%
# TROY NFkB inh: TROY signaling inhibition; Q293 LMP1-TROYcd NF-kB luciferase reporter, 4 h; inhibition, % at 10 µM; actives 0.98% (n = 360,000);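 active = compounds whose plate-normalised and pattern-corrected inhibition of the luciferase reporter signal at the single screening dose is 50% or more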
# The depositor's hits bear a star; nt = not tested or not shown.
SMILES,NCOA2 inhibitor,KKLEB tox,NR2F2 inh,SRC1 inh,CF NFkB inh,LMP1 NFkB inh,LRH-1 inv ag,C8 TRAIL sens,NCOA3 inh,TWEAK-Fn14 inh,TROY NFkB inh
COc1cc(C(CC(=O)Nc2cc(C)ccn2)N2Cc3ccccc3C2=O)cc(OC)c1OC (stereo unspecified),6.7,-3.6,-4.6,4.6,-1.1,-5.2,-3.7,-8.2,11.3,-23.3,14.1
Cc1ccc(CSc2nc3c(c(=O)[nH]2)CCC3)cc1,5.4,15.2,-8.3,-16.0,-4.8,0.9,-13.0,-17.8,7.1,-14.5,-23.6
Cc1ccc2c(c1)C(=O)c1c(C(=O)O)cccc1-2,-17.4,11.1,15.7,-8.6,6.6,-2.6,-7.6,-6.3,11.9,-1.2,-0.6
CC(=O)Nc1ccc(NC(=O)N(c2ccccc2)c2ccccc2)cc1,-3.9,3.2,2.2,-1.8,7.1,0.3,-5.3,-5.7,13.8,3.1,-4.0
O=C(NC1=NCCS1)c1cccc(NC(=O)c2ccco2)c1,-4.5,0.0,-16.5,2.0,-0.4,-4.3,-14.6,-8.6,-26.1,-32.1,16.9
O=C(c1cccc(C(=O)N2CCC(O)(c3ccccc3)CC2)c1)N1CCC(O)(c2ccccc2)CC1,-22.3,5.4,-2.5,9.4,-3.7,nt,-15.8,3.3,15.3,-11.4,-4.0
O=C1COc2ccc(C(=O)COC(=O)Cc3ccsc3)cc2N1,-13.8,-4.7,3.9,-11.9,7.5,-3.9,0.8,-0.4,20.7,-10.6,-19.5
CC(=O)NC(Cc1ccccc1)C(C)=O (stereo unspecified),2.3,4.5,8.1,-4.8,17.0,-3.5,3.9,11.5,3.6,8.8,-9.3
CC(C)CCC1(CCNC(C)c2cccs2)CCOC(C)(C)C1 (stereo unspecified),4.9,-17.8,-4.5,-4.0,6.9,-2.0,-14.3,8.1,13.3,2.3,-8.8
Cc1ccc(Cn2nc(C)c(NC(=O)c3cc(C)no3)c2C)cc1,-0.1,0.2,-12.9,4.4,-2.8,5.5,3.3,11.8,-19.2,11.1,-17.9
Cc1ccc(N=C2N=C(N)c3ccccc32)c(C)c1,-19.3,-7.6,-16.6,-16.5,30.5,9.3,7.0,-6.1,-4.8,14.5,-19.4
COc1cccc(C2CC3(CC(C)(C)NC(=S)N3)Oc3cc(O)ccc32)c1 (stereo unspecified),0.8,5.3,18.9,7.2,-1.3,8.3,8.0,-3.8,14.4,7.8,10.6
O=C(Nc1ccc(Cl)cc1)c1ccc(OCC2CCCO2)cc1 (stereo unspecified),-36.9,15.9,3.6,-221.3,-22.9,-2.1,-135.4,33.2,-58.7,5.6,-23.2
O=C(CCN1C(=O)/C(=C\c2cccc(Br)c2)SC1=S)N1CCOCC1,-14.8,7.1,-11.8,2.8,35.0,9.4,-12.6,-2.0,-1.6,11.7,7.2
CCc1nc2cccnc2n1-c1ccc(CC(=O)NCCOC)cc1,10.5,0.0,-26.0,-26.6,0.0,-9.4,13.7,-16.7,-10.8,9.7,6.9
O=C1N/C(=C/c2ccc(N3CCOCC3)o2)C(=O)N1c1cccc(Cl)c1,-20.6,-12.8,-5.0,-10.7,66.9*,-1.7,-0.2,11.7,-11.3,45.4,16.8
CCOc1ccc(C(=O)O/N=C(\N)c2ccccn2)cc1,64.9*,-28.1,81.2*,17.0,12.6,87.7*,28.7,92.6*,39.3,103.4*,86.5*
CCc1noc(C)c1C(=O)Nc1cc(Cl)ccc1N1CCCC1,7.7,-4.8,-9.4,-9.3,-10.8,5.5,-1.4,11.7,12.4,-0.2,14.7
Cc1nn2c(N3CCCC3)cc(C(C)C)nc2c1-c1ccccc1,4.6,-13.6,-4.3,4.6,25.5,-3.4,-16.8,6.9,-6.9,-2.5,11.2
COc1ccc(NC(=O)Nc2ccccc2)cc1S(=O)(=O)N1CCCCC1,10.0,10.5,13.5,9.9,3.1,2.0,12.1,2.1,-20.7,8.9,3.0
COc1ccc(C2(C(=O)NCc3ccccc3Cl)CCOCC2)cc1OC,14.5,-8.5,5.9,8.4,8.0,8.0,-0.5,2.1,-7.3,-12.1,-7.1
COc1ccccc1CNC(=O)c1cc(-c2cc(F)ccc2OC(C)C)n[nH]1,-29.4,0.6,6.6,8.5,-18.5,nt,4.4,-2.6,6.8,-10.1,-10.3
CCOc1ccccc1N1CCN(Cc2cn[nH]c2-c2ccc(F)cc2)CC1,-3.5,-2.6,5.8,8.8,19.0,12.5,0.7,2.1,-4.7,21.2,9.0
Cc1noc(C)c1COC(=O)c1cccnc1SCC(=O)Nc1ccc2c(c1)OCO2,4.7,-6.2,2.5,-25.2,15.5,-9.6,-22.3,11.8,9.2,-1.3,-13.8
Cc1nc2ccccc2c(=O)n1-c1ccc(NS(=O)(=O)c2ccccc2)cc1,9.8,10.6,20.0,22.4,15.6,4.6,7.9,-4.2,7.6,5.2,-3.3
Cc1cc(OC(=O)c2cc(F)c(F)cc2Cl)nc(C)n1,-44.3,7.8,-7.7,-23.8,7.1,2.1,10.9,-15.1,-4.9,12.1,-5.2
COc1cc(-c2nc3cnccn3c2Nc2ccccc2)ccc1O,-67.6,-16.1,-87.4,-17.1,-32.2,15.6,12.7,14.9,-34.7,16.6,-55.1
CC(Oc1ccc(Cl)cc1Cl)C(=O)NNC(=O)[C@@H]1CCCC[C@@H]1C(=O)O (stereo partly specified),0.6,-9.2,1.1,-8.1,17.6,-2.0,0.7,-7.4,8.9,9.9,20.7
COc1cc(/C=N/NS(=O)(=O)c2ccccc2)ccc1OS(=O)(=O)c1ccc(C)cc1,3.8,-5.3,2.8,3.1,3.4,-9.2,7.2,14.2,4.4,-7.0,13.6
CC(=O)c1cccc(N(C(=O)c2ccco2)C(C(=O)NC2CCCC2)c2cccs2)c1 (stereo unspecified),10.7,2.6,14.1,-8.2,-4.3,-1.7,0.0,-1.1,-0.2,12.3,12.3
Cc1ccc(S(=O)(=O)N(C)C)cc1NC(=O)COC(=O)CSc1ccccc1,2.8,1.7,-7.6,-6.4,14.6,8.0,8.9,-15.9,8.1,0.5,-13.2
CCOC(=O)c1c(C)[nH]c(C)c1C(=O)Cn1nnc(-c2ccccc2C)n1,0.6,3.4,-6.2,-4.4,11.9,3.5,-5.4,1.1,-17.3,-13.3,36.2
CN1CCN(c2cc(N3CCc4ccccc4C3)c(F)cc2[N+](=O)[O-])CC1,6.5,-31.0,1.5,2.8,10.7,0.9,14.4,-12.2,28.1,16.4,6.7
Cc1ccc(-c2cc(C(F)(F)F)c(C#N)c(SCC(=O)O)n2)cc1,5.3,-0.3,7.5,4.6,-3.3,2.0,-0.1,-4.3,31.0,10.9,4.7
COc1ccc(NC(=O)CSCC(=O)Nc2ccc(C)c(S(=O)(=O)N3CCCCCC3)c2)cc1,3.2,-0.2,5.9,-2.7,-26.9,3.1,10.2,15.0,-1.0,11.9,17.9
CCOCCCN(C(=O)c1snc(C(N)=O)c1N)C(C(=O)NC1CCCC1)c1ccc(OC)cc1 (stereo unspecified),-8.0,-6.1,9.8,-6.2,7.3,2.7,-12.3,-5.2,12.4,-0.1,-1.7
CCOC(=O)C1=C(CN2CCCCC2)NC(=O)NC1c1cc(C)ccc1C (stereo unspecified),4.9,5.5,9.5,-17.5,-18.7,7.7,-13.1,12.9,6.8,-31.4,-35.6
CC(C)C[C@H](N)c1cn([C@@H](CCCCN)C(=O)N2CCNCC2)nn1,14.5,-2.6,0.8,-7.9,-4.4,-2.6,1.6,2.2,-8.3,10.6,-8.4
Cc1ccc(C)c(NC(=O)C2CCN(C(=O)c3cccs3)CC2)c1,13.8,6.3,12.5,-4.0,8.2,-5.3,-4.6,-20.1,14.0,45.6,0.9
Cc1ccc(Nc2nc(C)cc(C)c2C#N)c(C)c1,4.3,10.3,-19.4,-97.5,0.8,5.7,14.1,-28.2,-34.9,26.0,1.5
NS(=O)(=O)c1ccc(S(=O)(=O)NCCc2ccccc2)cc1,-11.8,-0.7,9.4,-3.9,0.2,2.5,-25.4,2.5,-11.5,-4.9,-2.1
Nc1ccn(CC(=O)NCc2ccccn2)c(=O)n1,-29.8,1.8,-2.9,-15.1,-3.8,-4.7,-20.6,5.0,-3.6,2.9,-13.3
C/C(=N\NC(=O)c1ccc(Cn2cc([N+](=O)[O-])cn2)o1)c1cccc(NC(=O)c2cccnc2)c1,6.0,1.7,-5.2,-23.7,3.4,-7.2,-25.6,-2.2,9.6,-20.4,-1.4
COc1cc(C2=NOC(C(=O)NCc3cccs3)C2)cc(OC)c1OC (stereo unspecified),16.7,5.0,3.9,6.0,-0.7,9.8,16.8,13.6,22.4,5.0,5.8
COc1cc(-c2cc(-c3ccc(O)cc3)nc(N)c2C#N)ccc1O,-62.2,-3.5,-91.8,-12.2,-123.9,-6.8,49.5,16.9,22.5,38.3,21.1

# Rewritten field by field: 2 of the compounds above.
COc1cc(C2=NOC(C(=O)NCc3cccs3)C2)cc(OC)c1OC (stereo unspecified)
  NCOA2 inhibitor = 16.7 | KKLEB tox = 5.0 | NR2F2 inh = 3.9 | SRC1 inh = 6.0 | CF NFkB inh = -0.7 | LMP1 NFkB inh = 9.8 | LRH-1 inv ag = 16.8 | C8 TRAIL sens = 13.6 | NCOA3 inh = 22.4 | TWEAK-Fn14 inh = 5.0 | TROY NFkB inh = 5.8

CC(C)C[C@H](N)c1cn([C@@H](CCCCN)C(=O)N2CCNCC2)nn1
  NCOA2 inhibitor = 14.5 | KKLEB tox = -2.6 | NR2F2 inh = 0.8 | SRC1 inh = -7.9 | CF NFkB inh = -4.4 | LMP1 NFkB inh = -2.6 | LRH-1 inv ag = 1.6 | C8 TRAIL sens = 2.2 | NCOA3 inh = -8.3 | TWEAK-Fn14 inh = 10.6 | TROY NFkB inh = -8.4

# Following part
SMILES,NCOA2 inhibitor,KKLEB tox,NR2F2 inh,SRC1 inh,CF NFkB inh,LMP1 NFkB inh,LRH-1 inv ag,C8 TRAIL sens,NCOA3 inh,TWEAK-Fn14 inh,TROY NFkB inh
CCOc1ccc(-n2nnc3c(=O)n(CC(=O)c4ccccc4)cnc32)cc1,14.3,7.3,-6.2,4.6,-14.0,0.6,13.1,-7.8,9.6,0.5,-7.3
Cc1csc(=O)n1CCC(=O)N(C)Cc1c(F)cccc1Cl,-31.1,2.8,11.9,14.9,14.6,-1.2,-7.5,-0.8,-5.7,3.5,-0.5
C/C(=N\NC(=O)Cn1nc(C)cc1C)c1ccc([N+](=O)[O-])cc1,-14.1,6.1,-8.1,3.8,-10.6,-9.3,6.7,-10.2,12.2,-7.1,-12.0
COc1cc(/C=C/C(=O)N2CCOCC2)ccc1OCc1ccccc1,10.5,1.6,2.1,-5.2,-3.5,6.2,-19.0,-13.4,12.5,-23.3,-11.7
CC(=O)Oc1ccc(C(=O)Nc2ccc3c(c2)C(=O)N(CCC(=O)O)C3=O)cc1,-15.0,5.6,-5.2,3.3,-8.7,-15.0,13.0,-5.7,12.4,-11.0,9.0
O=[N+]([O-])c1cc(S(=O)(=O)NCCN2CCOCC2)ccc1Cl,10.5,2.0,-7.7,-5.5,2.5,-9.2,-9.6,-13.2,15.6,-1.7,-12.4
CC1=C(C(=O)OC2CCCCC2)C(c2cccc([N+](=O)[O-])c2)NC(=O)N1 (stereo unspecified),18.2,-6.3,3.7,1.9,9.9,2.2,-17.2,6.0,3.2,-6.4,1.6
